# Assay outcomes: PubChem, Sanford-Burnham Center for Chemical Genomics
# MPTP inh – mitochondrial permeability transition pore inhibitors, primary screen, biochemical, isolated mouse mitochondria, absorbance; Ca2+ swelling absorbance, 30 min; 360,000 tested, 1.4% active; inhibition, % at 10 µM;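 active means inhibition of 50% or more, scaled per plate between neutral and stimulator controls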;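 further: 0% = DMSO wells given calcium and 100% = 1 mM EGTA wells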
# hIAP block – human IAP inhibitors, primary screen, biochemical, luminescence, uHTS | Intestinal-type alkaline phosphatase (Homo sapiens), P09923 | 330,000 tested, 0.12% active | AID 2544, 2010 | purified IAP, CDP-Star luminescence, 30 min | inhibition, % at 10 µM;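 active means inhibition reaching a set limit with compound at 10 µM in the primary screen, cut at about 35% in these data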;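 further: plate controls were DMSO wells with enzyme for no effect and no-enzyme buffer wells for full effect; values of inactives mirror those of a sister screen read the other way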
# beta cell repl – inducers of MIN6 beta-cell proliferation, primary screen, ATP luminescence, uHTS | proliferation, % at 10 µM | AID 2380, 2010 | 330,000 tested, 0.29% active | MIN6 cells proliferation, ATPlite luminescence, 48 h; cells starved in 0.2% serum; 100% = growth in 10% serum;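 active means compounds whose signal lies at least 3.5 SD above the mean of all wells on their plate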;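 further: 0% = DMSO-treated cells in low-serum medium and 100% = 10% serum control; some compounds called inactive have numbers as strong as hits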
# ATG4B inh – ATG4B protease inhibitors, primary screen, biochemical, fluorescence, uHTS. AID 504462, 2011. Cysteine protease ATG4B (Homo sapiens), Q9Y4P1. 340,000 tested, 0.51% active. inhibition, % at 8.33 µM. ATG4B cleavage of LC3-PLA2, NBD-HPC fluorescence, 1 h; in the data active means inhibition above about 40%
# Target sequence (Q9Y4P1 whole entry, looked up): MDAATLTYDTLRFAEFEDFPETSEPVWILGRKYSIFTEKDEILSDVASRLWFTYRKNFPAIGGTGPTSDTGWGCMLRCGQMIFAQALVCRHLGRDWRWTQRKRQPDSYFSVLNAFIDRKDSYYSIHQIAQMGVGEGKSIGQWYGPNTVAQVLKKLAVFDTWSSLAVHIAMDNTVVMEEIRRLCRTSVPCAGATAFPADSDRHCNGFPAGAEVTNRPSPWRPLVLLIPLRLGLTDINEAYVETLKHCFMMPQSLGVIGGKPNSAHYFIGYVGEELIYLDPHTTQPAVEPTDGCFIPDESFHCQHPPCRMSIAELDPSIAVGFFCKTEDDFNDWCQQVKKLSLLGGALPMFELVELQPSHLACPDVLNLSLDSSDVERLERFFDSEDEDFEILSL
# A3A deaminase – APOBEC3A ssDNA deaminase inhibitors, primary screen, selectivity assay for APOBEC3G inhibitor project, biochemical, FAM/TAMRA oligo cleavage fluorescence. DNA dC->dU-editing enzyme APOBEC-3A (Homo sapiens), P31941. recombinant A3A, FAM/TAMRA ssDNA deamination fluorescence. inhibition, % at 20 µM. 330,000 tested, 0.41% active;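 active means at least 40% inhibition at 20 µM here, with at most 30% in a related deaminase screen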;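 further: plate controls were A3A with DMSO for no effect and wells lacking A3A enzyme for full effect; some results filed as inactive read as strong as hits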
# Target sequence (P31941 whole entry, looked up): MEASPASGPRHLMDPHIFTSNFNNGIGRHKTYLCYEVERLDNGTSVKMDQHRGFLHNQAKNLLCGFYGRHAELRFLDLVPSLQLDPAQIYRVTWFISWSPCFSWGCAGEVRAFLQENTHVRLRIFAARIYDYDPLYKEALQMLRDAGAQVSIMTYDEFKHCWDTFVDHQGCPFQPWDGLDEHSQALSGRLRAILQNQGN
# hIAP activ – human IAP activators, primary screen, biochemical, luminescence, uHTS. Intestinal-type alkaline phosphatase (Homo sapiens), P09923. purified human IAP, CDP-Star luminescence, 30 min; active compounds read high; 1 = vehicle-only enzyme, 0 = enzyme-free background. activation factor at 10 µM. 330,000 tested, 0.16% active. AID 2524, 2010;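 active means activation factor of the enzyme at least 2-fold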; further: the source names both 10 and 20 µM as test concentration; values of inactives mirror those of a sister screen read the other way
# mIAP block – inhibitors of mouse IAP, primary screen, biochemical, luminescence, uHTS; intestinal alkaline phosphatase [Mus musculus]; purified mouse IAP, CDP-Star luminescence, 30 min; inhibition, % at 10 µM; 330,000 tested, 0.2% active; AID 2806, 2010;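 active means inhibition of at least 40% at 10 µM in the primary screen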;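 further: plate controls were DMSO with enzyme for no effect and no enzyme wells for full effect; values of inactives mirror those of a sister screen read the other way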
# mIAP act – activators of mouse IAP, primary screen, biochemical, luminescence, uHTS; muIAP, CDP-Star luminescence, 30 min; active compounds read high; 1 = vehicle-only enzyme signal, 0 = enzyme-free wells; 330,000 tested, 0.24% active; activation factor at 10 µM; intestinal alkaline phosphatase [Mus musculus];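 active means activation factor of at least 2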; further: the source names both 10 and 20 µM as test concentration; values of inactives mirror those of a sister screen read the other way
#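 Assay system: mouse IAP enzyme; Reagent: CDP-Star chemiluminescent phosphatase substrate; Compound: DMSO-dissolved test compounds; Incubation: 30 min, room temperature; Technique: luminescence from enzymatic CDP-Star hydrolysis; Controls: DMSO-only wells and no-enzyme negative control.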
# A3G deaminase – APOBEC3G DNA deaminase inhibitors, primary screen, biochemical, fluorescence, single-stranded DNA substrate, uHTS. DNA dC->dU-editing enzyme APOBEC-3G (Homo sapiens), Q9HC16. recombinant A3G, ssDNA deamination FAM/TAMRA fluorescence. inhibition, % at 20 µM. 330,000 tested, 0.28% active;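 active means inhibition of at least 40% at 20 µM, with no more than 30% in the related APOBEC3A deaminase screen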;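 further: plate controls were DMSO wells with A3G for no effect and wells lacking A3G enzyme for full effect; some compounds called inactive have numbers as strong as hits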
# Target sequence (Q9HC16 whole entry, looked up): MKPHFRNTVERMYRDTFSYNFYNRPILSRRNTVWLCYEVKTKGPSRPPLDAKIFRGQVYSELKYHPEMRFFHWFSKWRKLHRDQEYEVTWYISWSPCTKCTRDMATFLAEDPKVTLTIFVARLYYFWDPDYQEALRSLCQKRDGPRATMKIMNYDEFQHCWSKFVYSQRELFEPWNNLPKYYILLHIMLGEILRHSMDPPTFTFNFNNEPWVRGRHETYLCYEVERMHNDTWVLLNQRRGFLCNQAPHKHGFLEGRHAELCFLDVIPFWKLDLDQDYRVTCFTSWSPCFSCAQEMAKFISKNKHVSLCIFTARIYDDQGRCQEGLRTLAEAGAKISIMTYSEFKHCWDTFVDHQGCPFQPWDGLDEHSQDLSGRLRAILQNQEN
# Numbers without * were called inactive.
SMILES,MPTP inh,hIAP block,beta cell repl,ATG4B inh,A3A deaminase,hIAP activ,mIAP block,mIAP act,A3G deaminase
CC1=NN(c2ccc(S(=O)(=O)O)cc2C)C(=O)C1,-0.1,0,-2,1,-3,1,-4,1,-10
COc1ccc(-c2nn3c(=O)c(C)nnc3s2)cc1,0.3,-5,-4,-10,0,1.1,1,0.99,-3
CC(C)CN1CCC(=O)N(CCSc2ccccc2)CC1,0.5,-18,-3,5,-4,1.2,-3,1,-7
O=C(c1ccccc1)C1CCN(c2ncccc2[N+](=O)[O-])CC1,0.8,6,5,22,-3,0.94,7,0.93,-7
CC1(C)Cc2cccc(OCC(=O)Nc3cc(S(C)(=O)=O)ccc3Cl)c2O1,-0.6,0,4,0,-2,1,-19,1.2,-5
CCOC(=O)CN1C(=O)N[C@@H](c2ccccc2)[C@@H](C(=O)OC)[C@H]1C,1.8,8,0,0,-1,0.92,8,0.92,-2
CCCCN(C(=O)c1cc(-c2ccco2)nc2ccccc12)c1c(N)n(CCC)c(=O)[nH]c1=O,0.5,-2,-1,2,32,1,8,0.92,22
O=S(=O)(NC1CCCC1)c1ccc(S(=O)(=O)N(Cc2cccs2)CC2CCCO2)cc1 (configuration not stated),0.8,5,-2,3,-3,0.95,-11,1.1,-5
CC(C)N(Cc1ccccc1)C(=O)CN1C(=O)NC2(CCCC2)C1=O,-0.7,7,-3,1,0,0.93,1,0.99,-5
COc1cccc(-c2sc3ccc(OC)cc3c2-c2cc(F)cc(OC)c2)c1,2.0,-12,-7,-3,-2,1.1,11,0.89,-8
Clc1ccc2nc(COc3ccccc3)[nH]c2c1,0.9,-5,-4,-2,0,1.1,-2,1,-1
Cc1sc(NC(=O)CCCC(=O)O)c(C(N)=O)c1-c1ccccc1,-2.2,6,1,-6,-4,0.94,3,0.97,-5
O=C(CNS(=O)(=O)c1cccc2nsnc12)NCc1ccc(Cl)cc1,0.6,-14,1,-11,12,1.1,-3,1,-5
NC(=O)c1c(Nc2nc3c(F)cccc3s2)sc2c1CCCC2,32,-7,-3,-7,-7,1.1,21,0.79,11
CC1CN(C(=O)c2ccc(COc3ccc(C(C)C)cc3)o2)CC(C)O1 (configuration not stated),0.1,14,-5,2,-2,0.86,8,0.92,-7
CCC(=O)N1CCc2cc(S(=O)(=O)CCC(=O)N3CCN(c4ccccc4)CC3)ccc21,-1.2,-7,-3,-3,-2,1.1,7,0.93,-4
COc1ccccc1NS(=O)(=O)c1ccc(C(=O)OCC(=O)NCc2ccco2)cc1,-0.3,-1,4,-4,-2,1,4,0.96,2
O=C(Cn1ncc2c1-c1ccccc1OC2)Nc1ccc(Cl)cn1,-0.1,10,-1,-5,1,0.9,2,0.98,5
Brc1cc2c(cc1/C=N/Nc1nc(N3CCCC3)nc(N3CCOCC3)n1)OCO2,-2.5,3,1,-17,1,0.97,0,0.99,-2
Cc1cccc(Nc2c([N+](=O)[O-])c(=O)oc3ccccc23)c1,6.5,10,3,2,3,0.9,-2,1,-1
CC(C)NC(=O)Cn1cc(C(=O)COc2ccccc2)c2ccccc21,-0.1,-4,0,-24,-3,1,-13,1.1,-5
COc1ccc(CN2CCN(C(=O)c3cccc(OC)c3OC)CC2)cc1OC,-3.1,-6,2,-7,-7,1.1,-12,1.1,-5
Cc1ccc(SCC(=O)Nc2cccc(-c3nnc(-c4ccco4)o3)c2)cc1,0.6,13,-3,-11,-2,0.87,4,0.96,-6
CC(C)C(OC(=O)c1ccco1)C(=O)NCc1ccc2c(c1)OCO2 (configuration not stated),0.3,-6,1,-6,2,1.1,-3,1,-2

# 3 of the entries above in order of the MPTP inh value, falling.
SMILES | MPTP inh
CC(C)C(OC(=O)c1ccco1)C(=O)NCc1ccc2c(c1)OCO2 (configuration not stated) | 0.3
CC(C)NC(=O)Cn1cc(C(=O)COc2ccccc2)c2ccccc21 | -0.1
COc1ccccc1NS(=O)(=O)c1ccc(C(=O)OCC(=O)NCc2ccco2)cc1 | -0.3

# Going on with the list:
SMILES,MPTP inh,hIAP block,beta cell repl,ATG4B inh,A3A deaminase,hIAP activ,mIAP block,mIAP act,A3G deaminase
O=C(NCC(c1ccco1)N1CCc2ccccc21)c1ccc([N+](=O)[O-])cc1 (configuration not stated),0.4,20,-4,-3,-1,0.8,14,0.86,-7
CCOC(=O)N1CCN(C(=O)CN(c2cc(Cl)ccc2OC)S(=O)(=O)c2ccccc2)CC1,0.3,-12,0,-9,0,1.1,0,0.99,-9
COC(=O)c1cc(NC(=O)N2c3ccccc3Sc3ccccc32)cc(C(=O)OC)c1,2.6,-15,-1,1,-3,1.2,13,0.87,-13
COc1ccc(COC(=O)N/N=C(\C)CC(=O)Nc2ccc(Cl)cn2)cc1,0.8,4,1,3,3,0.96,-28,1.3,-1
N#CCSc1ccc(S(=O)(=O)N2CCOCC2)cn1,0.4,9,-3,1,5,0.91,2,0.98,-5
O=C(NC(Cc1c[nH]c2ccccc12)C(=O)NCCCN1CCOCC1)c1cccs1 (configuration not stated),-2.4,-5,2,11,-1,1.1,-3,1,-4
CCN1C(=O)C(CC(=O)Nc2ccc(OC)cc2)N(CCc2ccccc2)C1=S (configuration not stated),2.7,8,-4,5,0,0.92,-5,1,-6
NC(=O)c1ncc(C(F)(F)F)cc1Cl,-1.4,-6,-2,-5,-1,1.1,-3,1,-5
COCCCNC(=O)/C(C#N)=C/c1c(N2CCN(c3cccc(Cl)c3)CC2)nc2c(C)cccn2c1=O,-1.5,1,-4,10,0,0.99,10,0.9,-4
O=P(O)(COc1ccccc1)COc1ccccc1,1.1,13,-2,-8,0,0.87,-14,1.1,1
COc1ccc(-n2c(C)cc(C(=O)CN3C(=O)NC4(CCCc5sccc54)C3=O)c2C)cc1 (configuration not stated),6.0,5,-5,13,-4,0.95,3,0.97,-6
COc1ccccc1N(CC(O)COc1ccccc1C)S(=O)(=O)c1ccccc1 (configuration not stated),-20,6,5,-1,-1,0.94,-1,1,-2
Cc1ccc(C(C[N+](=O)[O-])c2c(-c3ccccc3O)[nH][nH]c2=O)cc1 (configuration not stated),38,-2,-7,0,1,1,1,0.99,-3
CCN(CC)C(=O)CCCOc1ccc(Cl)cc1Cl,4.1,14,5,0,0,0.86,0,1,0
Cc1cc(C(=O)Nc2sc(C)c(C)c2C#N)no1,-1.4,6,-4,12,-11,0.94,9,0.91,-9
CCN(CC)CCn1c2c(c(SCC(=O)Nc3cccc(C(C)=O)c3)nc1=O)CCCC2,-1.2,2,-4,7,3,0.98,-11,1.1,8
O=C(CC1C(=O)NCCN1Cc1ccc(-c2ccccc2)cc1)NCC1CC1 (configuration not stated),1.3,-38,-1,22,7,1.4,-1,1,-8
COc1cccc(C(=O)N(CN2CCCC2=O)c2cccc(Cl)c2)c1OC,-1.8,8,-3,-7,-2,0.92,10,0.9,-4
CCc1cccc(OCCN2CCCC2)c1,0.7,19,0,-2,0,0.81,8,0.92,-5
Cc1ccc(C2(C)NC(=O)N(CC(=O)N(C)CC(=O)Nc3cccc4ccccc34)C2=O)cc1 (configuration not stated),0.5,-2,2,-8,2,1,0,0.99,1
Cc1ccc(S(=O)(=O)N(CC(=O)N2CCCCCC2)c2ccccc2)cc1,-1.5,3,5,-4,2,0.97,-1,1,-2
CCCCN1CC(=O)N2[C@H]3c4cc(OC)ccc4OC[C@@H]3[C@H](C(=O)OCC)[C@]2(C)C1=O,-1.5,3,3,-16,-4,0.97,3,0.97,-9
O=C(CN1C(=O)NC2(CCCC2)C1=O)NNC(=O)c1ccccc1F,-1.8,2,-1,2,6,0.98,6,0.94,-2
CC(C)(Oc1ccc(Cl)cc1)C(=O)NCCN1C(=O)S/C(=C/c2cccnc2)C1=O,1.5,4,0,27,3,0.95,9,0.91,-7
Cc1ccc(CNS(=O)(=O)c2ccccc2[N+](=O)[O-])cc1,0.2,-3,-2,-6,-2,1,7,0.93,-8
CC(OC(=O)/C(C#N)=C/c1ccc(N(C)C)cc1)C(=O)N(C)Cc1ccccc1 (configuration not stated),3.6,8,-5,2,0,0.92,11,0.89,-1
Cc1ccc([C@@H]2CC=C(C(=O)O)[C@H](c3ccc(Cl)cc3)N2S(=O)(=O)c2ccccc2C)cc1,1.8,-18,-5,12,-6,1.2,3,0.97,-10
Cc1nnc(SCC(=O)NNC(=O)c2ccco2)s1,-0.6,-10,-2,5,-3,1.1,5,0.95,-13
C=CCn1c(NC(C)c2cc(Cl)ccc2O)nc2ccccc21 (configuration not stated),0.4,-2,-2,16,-4,1,-14,1.1,-6
Cc1ccc2c(c1)c1n[nH]c(=S)nc1n2CCc1ccccc1,-0.9,-2,-7,-8,-4,1,13,0.87,13
CC1CC(C)CN(C(=O)c2cccc(S(=O)(=O)Nc3cc(C(F)(F)F)ccc3Cl)c2)C1 (configuration not stated),48,5,-3,21,3,0.95,2,0.98,-8
N#C/C(=C\Nc1ccccc1SC(F)(F)F)c1nc(-c2ccc(Cl)cc2)cs1,4.7,-21,-4,-3,-1,1.2,12,0.88,-4

# 11 compounds out of the list, ordered by molar mass, highest first:
SMILES,MPTP inh,hIAP block,beta cell repl,ATG4B inh,A3A deaminase,hIAP activ,mIAP block,mIAP act,A3G deaminase
COCCCNC(=O)/C(C#N)=C/c1c(N2CCN(c3cccc(Cl)c3)CC2)nc2c(C)cccn2c1=O,-1.5,1,-4,10,0,0.99,10,0.9,-4
CC1CC(C)CN(C(=O)c2cccc(S(=O)(=O)Nc3cc(C(F)(F)F)ccc3Cl)c2)C1 (configuration not stated),48,5,-3,21,3,0.95,2,0.98,-8
COc1ccc(-n2c(C)cc(C(=O)CN3C(=O)NC4(CCCc5sccc54)C3=O)c2C)cc1 (configuration not stated),6.0,5,-5,13,-4,0.95,3,0.97,-6
CCCCN(C(=O)c1cc(-c2ccco2)nc2ccccc12)c1c(N)n(CCC)c(=O)[nH]c1=O,0.5,-2,-1,2,32,1,8,0.92,22
N#C/C(=C\Nc1ccccc1SC(F)(F)F)c1nc(-c2ccc(Cl)cc2)cs1,4.7,-21,-4,-3,-1,1.2,12,0.88,-4
CC(C)NC(=O)Cn1cc(C(=O)COc2ccccc2)c2ccccc21,-0.1,-4,0,-24,-3,1,-13,1.1,-5
CC(C)C(OC(=O)c1ccco1)C(=O)NCc1ccc2c(c1)OCO2 (configuration not stated),0.3,-6,1,-6,2,1.1,-3,1,-2
Cc1ccc(CNS(=O)(=O)c2ccccc2[N+](=O)[O-])cc1,0.2,-3,-2,-6,-2,1,7,0.93,-8
O=P(O)(COc1ccccc1)COc1ccccc1,1.1,13,-2,-8,0,0.87,-14,1.1,1
CC1=NN(c2ccc(S(=O)(=O)O)cc2C)C(=O)C1,-0.1,0,-2,1,-3,1,-4,1,-10
Cc1cc(C(=O)Nc2sc(C)c(C)c2C#N)no1,-1.4,6,-4,12,-11,0.94,9,0.91,-9
